Screens (PubChem)
PMI act satM6P – increases human PMI activity with near-saturating mannose 6-phosphate; P34949; coupled PMI enzyme assay, resazurin fluorescence, 20 min; stronger effect = higher value; 1 = untreated enzyme, 0 = substrate-free blank; activation factor at 20 µM; hit rate 0.34% among 190,000;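 active means activation factor of 2 or more at 20 µM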
Target sequence (P34949 whole entry, looked up): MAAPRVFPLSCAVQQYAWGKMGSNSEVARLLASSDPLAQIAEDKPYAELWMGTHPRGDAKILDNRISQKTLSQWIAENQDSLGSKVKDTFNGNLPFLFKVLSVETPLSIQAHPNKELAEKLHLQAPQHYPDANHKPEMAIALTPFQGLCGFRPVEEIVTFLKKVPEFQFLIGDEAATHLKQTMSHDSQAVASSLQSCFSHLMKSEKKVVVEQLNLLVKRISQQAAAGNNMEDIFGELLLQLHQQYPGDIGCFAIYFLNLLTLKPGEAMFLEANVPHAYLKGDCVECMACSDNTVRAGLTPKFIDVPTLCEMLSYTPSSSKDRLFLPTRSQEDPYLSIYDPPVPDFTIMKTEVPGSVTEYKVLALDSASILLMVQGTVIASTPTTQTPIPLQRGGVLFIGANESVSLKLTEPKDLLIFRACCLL
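test system = human PMI in coupled enzyme assay | medium = HEPES-buffered pH 7.4 with magnesium and detergent | also added = 1.0 mM mannose-6-phosphate substrate with 0.22 mM NADP+ | compound = 20 µM single dose | times = 20 min incubation at room temperature | measured by = resorufin fluorescence (Ex 544/Em 590 nm) from resazurin via diaphorase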
Diaph inh CS – counter-screen for diaphorase-based assays: diaphorase inhibitors and chemical oxidizers; diaphorase resazurin-to-resorufin fluorescence, NADH, 16 min; bacterial (C. kluyveri) enzyme, not human; inhibition, % at 20 µM; hit rate 0.69% among 190,000; AID 1217;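 active means primary screen inhibition at 20 µM above a set limit, cut at about 50% in these data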;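 further: plate controls were DMSO with full reaction for no effect and wells lacking NADH for full effect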
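Assay system: diaphorase enzyme from Clostridium kluyveri; Input: enzyme working solution with 0.14 U/mL diaphorase; Timing: 16 min at room temperature; Technique: resorufin fluorescence, excitation 544 nm, emission 590 nm; Benchmarks: positive control minus NADH, DMSO neutral control.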
bIAP act – intestinal alkaline phosphatase (bovine) activation; hit rate 0.17% among 200,000; purified bovine IAP, CDP-star luminescence, 30 min; stronger effect = higher value; fold of DMSO-control signal, blank-subtracted; activation factor at 20 µM;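 active means activation factor of 2 or more at 20 µM, a signal rise over negative controls twice the positive control's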
TNAP inh hi DEA – inhibitors of human TNAP at high phosphate acceptor concentration. P05186. purified TNAP, CDP-star luminescence, 1 M DEA. inhibition, % at 20 µM. hit rate 0.03% among 200,000. AID 1135;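 active means over 50% inhibition of tissue-nonspecific alkaline phosphatase at 20 µM in the single-dose screen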;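 further: plate controls were DMSO wells for no effect and EDTA-quenched wells as full inhibition for full effect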
Target sequence (P05186 whole entry, looked up): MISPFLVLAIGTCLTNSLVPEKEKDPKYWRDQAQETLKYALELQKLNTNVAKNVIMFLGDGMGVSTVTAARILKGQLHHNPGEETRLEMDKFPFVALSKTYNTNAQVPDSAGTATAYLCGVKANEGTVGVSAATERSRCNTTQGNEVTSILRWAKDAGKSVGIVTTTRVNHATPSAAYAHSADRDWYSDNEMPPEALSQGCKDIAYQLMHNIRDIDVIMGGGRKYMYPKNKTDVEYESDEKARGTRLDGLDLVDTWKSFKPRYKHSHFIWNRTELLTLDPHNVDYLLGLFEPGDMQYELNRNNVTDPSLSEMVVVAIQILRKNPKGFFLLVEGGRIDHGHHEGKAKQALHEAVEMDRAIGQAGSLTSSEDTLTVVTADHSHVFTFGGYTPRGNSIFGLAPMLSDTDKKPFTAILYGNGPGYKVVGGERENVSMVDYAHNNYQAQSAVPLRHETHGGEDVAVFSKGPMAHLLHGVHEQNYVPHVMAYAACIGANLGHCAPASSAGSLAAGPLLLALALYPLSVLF
bIAP inhibitor – intestinal alkaline phosphatase (bovine) inhibition; 190,000 tested, under 10 active; inhibition, % at 20 µM; AID 1019; purified bovine IAP, CDP-star luminescence, 30 min;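 active means over 50% inhibition of intestinal alkaline phosphatase at 20 µM in the single-dose screen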
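Assay system: bovine IAP enzyme; medium: DEA buffer 100 mM, pH 9.8, with MgCl2 1.0 mM, ZnCl2 0.02 mM; doses: 20 µM single dose; incubation: enzyme reaction for 30 min at room temperature; detection: CDP-star luminescence signal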
Diaph act CS – activates diaphorase or chemically reduces, flagging diaphorase assay artifacts; Diaphorase/resazurin coupled assay, resorufin fluorescence, 16 min; stronger effect = higher value; 1 = vehicle wells, 0 = NADH-free wells; activation factor at 20 µM; hit rate 0.005% among 190,000;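 active means diaphorase activity raised at least twofold by the compound at 20 µM; inactive means activation factor below 2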
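Measured by – red resorufin fluorescence at 544/590 nm excitation/emission · Test system – Clostridium kluyveri diaphorase, purified enzyme · Incubation – reaction time 16 min, room temperature · Buffer or medium – 50 mM HEPES pH 7.4 with 4.542 mM MgCl2, 0.005% Tween 20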
Lmaj promast – reduces viability of Leishmania major promastigotes; inhibition, % at 10 µM; resazurin fluorescence viability; hit rate 9% among 200,000; AID 1063; in the data active means inhibition above about 50%;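 further: promastigotes grown with compound for 44 hours at 28 °C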
TNAP inh no acc – inhibitors of human TNAP without phosphate acceptor | P05186 | purified TNAP, CDP-star luminescence, 30 min | inhibition, % at 20 µM | hit rate 0.26% among 200,000 | AID 1012;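 active means tissue-nonspecific alkaline phosphatase inhibition above about 50% at 20 µM in the single-dose screen, limit read from the data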;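 further: 0% = DMSO negative control and 100% = EDTA positive control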
PMI act – activators of human phosphomannose isomerase; hit rate 0.005% among 190,000; purified human PMI, coupled resazurin fluorescence, 20 min; stronger effect = higher value; 1 = vehicle control, 0 substrate-free wells; activation factor at 20 µM; P34949;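 active means activation factor of 2 or more at 20 µM, relative to plate controls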
TNAP act hiacc – TNAP (human) activation, high acceptor | P05186 | purified TNAP, CDP-star luminescence, 1 M DEA, 30 min; stronger effect = higher value; 0 = EDTA background, 1 = DMSO-only activity | activation factor at 20 µM | 200,000 tested, under 10 active;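 active means activation factor at least 2 at 20 µM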
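Measured by: Luminescent substrate turnover signal | Test system: Human TNAP | Input: TNAP 1/800 final | Dosing: 20 µM single point | Schedule: 30 min, room temperature | Controls: EDTA wells as negative control, DMSO wells as positive control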
* marks the source's active call; other numbers are inactive results; / = no result given. Not a hit list; any-hit rate near 10%.

SMILES	PMI act satM6P	Diaph inh CS	bIAP act	TNAP inh hi DEA	bIAP inhibitor	Diaph act CS	Lmaj promast	TNAP inh no acc	PMI act	TNAP act hiacc
COc1cccc(NC(=O)CSc2nnc(Cc3cccn3C)n2-c2ccc(F)cc2)c1	0.9	20	1.1	-3	-7	0.8	25	-3	0.9	1
O=S(=O)(c1cccs1)N1CCN(Cc2nc3ccccc3s2)CC1	0.9	11	1	0	1	0.9	23	-7	0.9	1
O=C(NNC(=O)c1cccc(-n2cnnn2)c1)c1ccccc1	1.1	6	0.9	-6	11	0.9	-2	-17	1.1	1.1
CCCCN(CCCC)CCCNC(=O)c1ccc2nc(-c3ccccc3NC(C)=O)c(=O)[nH]c2c1	1	-2	1.2	1	-16	1	-3	-12	1.1	1
CCC(=O)NC(c1ccc(OC)cc1)c1cc(Cl)c2cccnc2c1O (centres undefined)	/	/	1	2	-4	/	98*	-1	/	1
CCOC(=O)c1c(/N=C/C2=C(O)CC(C)(C)CC2=O)sc(C)c1C	0.8	25	0.9	-6	12	0.8	-5	9	0.9	1.1
CC(C)c1ccccc1NC(=S)NCc1nc2ccccc2[nH]1	1	15	1.7	-3	-68	0.9	12	-93	1	1
CCN(CC)c1ccc(NC(=O)CSc2ccsc2[N+](=O)[O-])c(C)c1	0.8	24	0.8	4	16	0.8	18	-4	0.9	1
COc1ccc(N2CCN(C(CNC(=O)C(=O)NCC3CCCO3)c3ccco3)CC2)cc1 (centres undefined)	0.8	8	0.9	-2	9	0.9	-4	-10	0.8	1
Cn1c(N)c(C(=O)Nc2ccc3ccccc3c2)sc1=S	0.5	16	0.9	-2	10	0.8	-3	-8	0.4	1
COc1cc(/C=N/NC(=O)COc2c(C)cc([N+](=O)[O-])cc2C)ccc1OC(=O)c1ccccc1	0.9	17	1.7	-1	-73	0.8	99*	0	1	1
COc1cc(SC)ccc1C(=O)NCCOc1ccc(F)cc1	1	16	1	-8	3	0.8	58*	-9	1	1.1
COCCNC(=O)C(c1ccccc1C)N(CCOC)C(=O)Cn1nnc2ccccc21 (centres undefined)	1	7	1	-2	-4	0.9	-6	3	1.1	1
COc1ccc(CC(=O)Nc2nnc(C(C)C)s2)cc1	0.9	20	1	0	-2	0.8	-9	-3	0.9	1
O=C(COC(=O)c1ccccc1NC(=O)c1ccco1)NC1CC1	1	7	1.1	-1	-8	0.9	1	-10	1	1
O=C(Cc1c(F)cccc1Cl)N1CCN(C(=O)c2ccco2)CC1	0.9	9	0.9	-5	8	0.9	-4	-11	0.9	1.1
COc1ccc(NC(=O)CN2CCC3(O)CCCCC3C2c2cc(OC)ccc2OC)cc1 (centres undefined)	1	7	1	-10	-4	0.9	10	-3	1	1.1
Clc1ccc(-c2cc3ccccc3nc2N2CCCC2)cc1	0.9	13	0.9	0	15	0.9	-2	-21	0.9	1
O=C(CSc1ccsc1[N+](=O)[O-])Nc1cccc(F)c1	0.9	40	1	0	-1	0.6	-1	-2	1.2	1
COc1ccc(CNC(=O)C(OC(C)=O)c2ccccn2)cc1 (centres undefined)	0.9	17	1.2	-7	-16	0.8	10	-10	0.9	1.1

A draw from above in order of SMILES length, ascending:
SMILES	PMI act satM6P	Diaph inh CS	bIAP act	TNAP inh hi DEA	bIAP inhibitor	Diaph act CS	Lmaj promast	TNAP inh no acc	PMI act	TNAP act hiacc
COc1cc(SC)ccc1C(=O)NCCOc1ccc(F)cc1	1	16	1	-8	3	0.8	58*	-9	1	1.1
COCCNC(=O)C(c1ccccc1C)N(CCOC)C(=O)Cn1nnc2ccccc21 (centres undefined)	1	7	1	-2	-4	0.9	-6	3	1.1	1
COc1ccc(N2CCN(C(CNC(=O)C(=O)NCC3CCCO3)c3ccco3)CC2)cc1 (centres undefined)	0.8	8	0.9	-2	9	0.9	-4	-10	0.8	1
CCCCN(CCCC)CCCNC(=O)c1ccc2nc(-c3ccccc3NC(C)=O)c(=O)[nH]c2c1	1	-2	1.2	1	-16	1	-3	-12	1.1	1

Other results.
SMILES	PMI act satM6P	Diaph inh CS	bIAP act	TNAP inh hi DEA	bIAP inhibitor	Diaph act CS	Lmaj promast	TNAP inh no acc	PMI act	TNAP act hiacc
O=C(Nc1ccc(Cl)cc1C(=O)NCc1cccnc1)c1ccc(Cl)cc1Cl	0.9	30	0.9	0	10	0.7	6	-8	0.9	1
COc1ccc(OC)c(NC(=O)C2CCCN(S(=O)(=O)c3cccc4nonc34)C2)c1 (centres undefined)	1	14	0.9	-5	6	0.9	-5	-21	1	1.1
O=C1CSC(c2ccccc2[N+](=O)[O-])N1c1ccc(O)cc1 (centres undefined)	0.9	4	0.9	-2	13	1	3	-18	0.8	1
COc1cc(C(=O)OCC(=O)Nc2cc(C)on2)c([N+](=O)[O-])cc1OC	1	2	1.1	7	-11	1	-2	1	1.1	0.9
O=C(c1ccccc1)c1ncc(C(F)(F)F)cc1Cl	0.8	14	0.9	-5	9	0.9	-5	-11	0.7	1.1
FC(F)(F)c1ccccc1NC1=NCCC1	1.2	-7	1	-4	-3	1.1	-4	-8	1.2	1
O=C(Nc1nc(-c2ccccc2)cs1)c1cccnc1	1.1	0	0.8	-5	16	1	13	-4	1	1
CCNC(=S)NNC(=O)CC(C)C	1	-10	1.4	-5	-36	1.1	-4	-33	1	1
COc1cccc(NC(=S)NCc2ccccn2)c1	0.7	16	0.9	-2	10	0.8	-5	-16	0.8	1
CN1N=C(C(=O)Nc2ccc3c(c2)CCC3)CCC1=O	1.1	-1	1	-10	0	1	-2	-15	1.1	1.1
CC(=O)NS(=O)(=O)c1ccc(NC(=O)CCC2CCCC2)cc1	1	12	1	-5	2	0.9	-11	-13	1	1.1
c1ccc2c(N3CCOCC3)nc(N3CCOCC3)nc2c1	1.1	14	1	-4	1	0.9	3	-13	1.1	1
O=[N+]([O-])c1ccc(COc2ccc(-c3[nH]ncc3-c3ccccc3)c(O)c2)cc1	1	7	1	0	-1	0.9	5	-24	1	1
CC(=O)N1CCc2cc(Br)cc(S(=O)(=O)N3CCN(C(=O)c4ccco4)CC3)c21	1	4	1	-6	4	1	-4	-8	0.9	1.1
CN(C)c1c2ccccc2nc2c(F)c(F)c(F)c(F)c12	0.6	25	0.7	0	30	0.7	13	-3	0.8	1
CCOc1ccc(C(O)c2nccn2C)cc1 (centres undefined)	1	-1	1	-6	-2	1	3	1	1	1.1
Cc1ccc(-n2nc3c(c2NC(=O)c2cccs2)CSC3)cc1	0.9	19	1	-7	5	0.8	5	-9	0.9	1.1
Cc1ccc(C)c(-n2cc[nH]c2=S)c1	1.3	0	0.9	4	11	1	-6	-104	1.1	1
c1ccc(-c2nnc(CN3CCN(c4ccccc4)CC3)o2)cc1	1	-2	1.1	0	-9	1	-12	-2	1	1
COc1cccc(NC(=O)CSc2nc3ccccc3c(=O)n2Cc2cccs2)c1	1	-1	0.9	-3	12	1	42	-20	0.9	1

Reprinted from the part before: 2 entries, then new ones.
SMILES	PMI act satM6P	Diaph inh CS	bIAP act	TNAP inh hi DEA	bIAP inhibitor	Diaph act CS	Lmaj promast	TNAP inh no acc	PMI act	TNAP act hiacc
c1ccc(-c2nnc(CN3CCN(c4ccccc4)CC3)o2)cc1	1	-2	1.1	0	-9	1	-12	-2	1	1
COc1cccc(NC(=O)CSc2nc3ccccc3c(=O)n2Cc2cccs2)c1	1	-1	0.9	-3	12	1	42	-20	0.9	1
O=C(NNc1cccc(Cl)n1)Nc1ccccc1F	1	2	1.2	-2	-20	1	1	-11	1.1	1
COc1ccc(N2C(C)=CS/C2=C(/C#N)c2nnc(N3CCOCC3)n2-c2ccccc2)cc1	1.1	15	1	-8	-1	0.8	-1	-16	1.1	1.1
CCCCOc1ccc(C(=O)NCC(=O)OCC(=O)N2CCN(S(=O)(=O)c3ccc(C)cc3C)CC2)cc1	1	19	0.9	-5	5	0.8	-1	-18	0.9	1.1
C=C(C)CSc1nc(N)c2c3c(sc2n1)CCC3	0.9	25	0.8	-2	17	0.8	-1	0	0.9	1
O=C(Nc1ccccc1C(=O)N1CCCCC1)NC1CCCCC1	0.9	10	1	-6	3	0.9	-6	-6	0.9	1.1
CN(Cc1ccccc1)S(=O)(=O)c1ccc(Cl)c(C(=O)NCCc2ccccn2)c1	1.1	-15	1.1	-3	-6	1.1	7	0	1.1	1
O=[N+]([O-])c1cc(C2Nc3cccc4cccc(c34)N2)ccc1Cl	1.1	21	0.8	11	19	0.8	-4	-8	1.4	0.9
O=C(O)c1cnc2ccccc2n1	1.1	16	0.9	-3	6	0.8	-1	-14	1	1
O=C1CCCc2c1[nH]c1c(Br)cccc21	0.9	31	0.8	-8	19	0.7	-8	-16	0.9	1.1
CCOc1ncccc1C(=O)N1CCCSC1=Nc1ccccc1OC	1.1	-4	1	-5	2	1	-8	-12	1.2	1
O=C(Nc1ccc(Cl)cn1)c1cccnc1	1	18	0.9	-7	12	0.8	-9	-9	1	1.1
OCC1(CCc2ccccc2)CCN(Cc2ccc(OC(F)F)cc2)CC1	1.1	-11	1	-1	-1	1.1	82*	13	1	1
CC(=O)Nc1ccc(NC(=O)C(C)n2nc(C)c([N+](=O)[O-])c2C)cc1 (centres undefined)	0.9	4	1.1	-5	-6	1	-8	-3	0.9	1
CCOc1cc(N2CCOCC2)c(OCC)cc1NC(=O)c1ccc(OC(C)C)cc1	0.8	13	1.1	-2	-8	0.9	4	-17	0.8	1
Fc1ccc(-c2csc(/C=C/c3ccc4c(c3)OCO4)n2)cc1	0.9	11	1.1	4	-5	0.9	-5	1	0.9	1
O=C(Nc1cccc(OC(F)(F)F)c1)c1ccc(Br)o1	1	14	0.4	-2	/	0.9	10	-6	0.9	1
Cc1ncc([N+](=O)[O-])n1CC(=O)NC1CCCC1	0.9	14	1	1	-4	0.9	-4	-3	0.8	1
COc1ccc(CCN=C(N)NS(=O)(=O)c2ccc(C)c(C)c2)cc1	1.1	4	0.5	-1	45	1	4	-10	1.1	1
Cc1cccc(C2Nc3ccccc3C(=O)N2CCc2ccccc2)n1 (centres undefined)	0.9	18	1	2	-1	0.8	4	-4	0.9	1
CCOC(=O)CNC(=O)CSc1nc2cccnc2n1C1CCCCC1	1	8	0.9	0	14	0.9	-5	-3	0.9	1
c1ccc(OCCN2CCN(Cc3nc(-c4ccc5c(c4)OCO5)no3)CC2)cc1	1	-1	1	-2	-4	1	68*	-14	1	1
COc1ccccc1-n1cc(C(=O)NCC(=O)N2CCN(Cc3ccccc3)CC2)c2ccccc2c1=O	1	14	0.9	-6	8	0.9	-6	-18	1	1.1
CSc1ccccc1C(=O)Nc1ccc(C)c(C)c1	1	11	0.7	-8	34	0.9	1	-16	1	1.1
O=C(Nc1ccc(O)c(-c2nc3ccccc3s2)c1)C1=COCCO1	0.9	13	1	-8	2	0.9	-6	-5	0.8	1.1
